Bioassay records deposited in PubChem BioAssay by Icahn School of Medicine at Mount Sinai.
RBX1-CUL1 inh = human ROC1-CUL1 E3 ligase inhibition; inhibition, % at 10 µM; AID 1347404; in vitro K48 di-Ub FRET, acceptor:donor ratio, 45 min; P62877+Q13616; hit rate 0.6% among 140,000; in the data active means inhibition above about 25%
Target sequence (P62877 whole entry, looked up): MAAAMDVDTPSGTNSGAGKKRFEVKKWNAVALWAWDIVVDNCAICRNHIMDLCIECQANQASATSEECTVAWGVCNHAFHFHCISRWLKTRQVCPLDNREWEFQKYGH
Target sequence (Q13616 whole entry, looked up): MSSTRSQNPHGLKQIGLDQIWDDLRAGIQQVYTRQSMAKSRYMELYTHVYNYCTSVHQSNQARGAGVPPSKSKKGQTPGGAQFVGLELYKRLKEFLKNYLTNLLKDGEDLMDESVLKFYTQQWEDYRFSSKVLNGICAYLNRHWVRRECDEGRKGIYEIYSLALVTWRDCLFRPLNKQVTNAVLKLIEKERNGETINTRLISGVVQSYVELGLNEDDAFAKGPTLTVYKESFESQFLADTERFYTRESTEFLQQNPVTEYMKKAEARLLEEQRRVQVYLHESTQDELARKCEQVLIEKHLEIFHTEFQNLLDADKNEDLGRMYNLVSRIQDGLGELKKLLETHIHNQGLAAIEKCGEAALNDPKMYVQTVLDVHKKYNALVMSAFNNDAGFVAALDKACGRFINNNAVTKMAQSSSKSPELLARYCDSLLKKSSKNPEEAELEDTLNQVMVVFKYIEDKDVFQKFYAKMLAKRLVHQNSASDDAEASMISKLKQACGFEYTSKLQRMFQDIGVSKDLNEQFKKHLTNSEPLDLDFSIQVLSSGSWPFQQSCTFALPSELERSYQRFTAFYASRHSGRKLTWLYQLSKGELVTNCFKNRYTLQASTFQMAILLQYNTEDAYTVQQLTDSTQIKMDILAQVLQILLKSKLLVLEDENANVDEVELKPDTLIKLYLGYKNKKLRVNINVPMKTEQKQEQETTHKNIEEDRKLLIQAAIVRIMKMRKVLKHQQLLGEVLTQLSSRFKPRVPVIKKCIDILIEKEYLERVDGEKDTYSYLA
* hit, by the source's call.

compound	RBX1-CUL1 inh
O=C1c2cccc([N+](=O)[O-])c2C(=O)N1c1ccc(Cl)cc1	0
COCCOC(=O)C1C(C)=NC(=S)NC1c1ccc(SC)cc1 (stereo not given)	-2
CCCN1CCN(CC2=NC(=O)NC(c3cccc(OC)c3OC)C2C(=O)OCC)CC1 (stereo not given)	-8
O=c1c(-c2nn[nH]n2)coc2ccccc12	-2
Cc1ccccc1Sc1ccc([N+](=O)[O-])cn1	1
C=C(C)Cn1c(SCC)nc2c(c1=O)C1(CCCC1)Cc1ccccc1-2	2
O=C(NCCCN1CCOCC1)c1cnn(-c2ncc3c(n2)-c2ccccc2CCC3)c1C1CC1	-10
CCOC(=O)c1[nH]c(C)c(CCC(=O)NCc2cccc(Cl)c2)c1C	1
O=C1C2CCCN2C(=O)N1CCN1CCN(c2cccc(Cl)c2)CC1 (stereo not given)	-9
O=C(c1ccc(-c2ccccc2)c(F)c1)C1CCCN(C2CCOCC2)C1 (stereo not given)	-9
Cc1cccc(N2C(=O)CC(Cc3ccc(Cl)cc3)C2=O)c1Cl (stereo not given)	-7
CCCCN(C)C(=O)C1CCN(c2nc(C)c3ccccc3n2)CC1	7
CCOc1ccccc1C(=O)N=C1C(=O)Oc2ccccc2C1NC (stereo not given)	-4
COc1cc2c(cc1NC(=O)CSc1nnc(-c3ccccn3)n1C)oc1ccccc12	12
COc1ccc(C(=O)NCc2cccc(F)c2)cc1OC1CCN(C(C)=O)CC1	2
COc1ccc(C(=O)Cn2nnc3ccccc32)cc1	9
COc1ccc(C(=O)NC2CC2)c(OC2CCN(C3CCSCC3)CC2)c1	-2
c1ccc(CSC(=Nc2ccccc2)N=C2SC(=Nc3ccccc3)C(=Nc3ccccc3)N2c2ccccc2)cc1	6
COc1ccc(CCNc2nc(-c3ccc(Cl)cc3)cc(C(F)(F)F)n2)cc1OC	-11
CCc1sc(N(C(=O)Cc2ccccc2)c2ccccc2)nc1-c1ccccc1	-4
Cc1nc(NC(=O)NC(C)Cc2ccsc2)nn1C(C)C (stereo not given)	7
CC1=Nc2nc(SCc3ccccc3Cl)nn2C(c2ccccn2)C1C(=O)Nc1ccccc1 (stereo not given)	2
COc1cccc(OCc2cc(C(=O)NCc3nc(C)cs3)n[nH]2)c1	4
COc1ccc(C(=O)NCC(C)(C)N2CCOCC2)cc1OC1CCN(C(C)C)CC1	1
CCC(=Nc1ccc(C)cc1)C(CC)=Nc1ccc(C)cc1	-7

An excerpt of these results, with values ahead of the structure:
RBX1-CUL1 inh	Structure
-4	CCOc1ccccc1C(=O)N=C1C(=O)Oc2ccccc2C1NC (stereo not given)
9	COc1ccc(C(=O)Cn2nnc3ccccc32)cc1
2	CC1=Nc2nc(SCc3ccccc3Cl)nn2C(c2ccccn2)C1C(=O)Nc1ccccc1 (stereo not given)
1	CCOC(=O)c1[nH]c(C)c(CCC(=O)NCc2cccc(Cl)c2)c1C

Random excerpt: 2 compounds from above, in no set order.
compound	RBX1-CUL1 inh
CCOc1ccccc1C(=O)N=C1C(=O)Oc2ccccc2C1NC (stereo not given)	-4
O=C1C2CCCN2C(=O)N1CCN1CCN(c2cccc(Cl)c2)CC1 (stereo not given)	-9

Going on with the list.
compound	RBX1-CUL1 inh
Cc1nn(CCc2n[nH]c(=S)n2C2CCCCC2)c(C)c1Br	-3
O=C(CSc1nc2cc(F)c(F)cc2[nH]1)c1cccs1	5
CCCCCC(=O)Nc1ccc(NC(=O)C(C)C)c(OC)c1	-1
Brc1ccc(-c2ccc(-c3ccc(Br)s3)cc2)s1	1
CCOc1ccccc1C(=O)NCC(c1ccc(N(C)C)cc1)N1CCCC1 (stereo not given)	-11
COC(=O)C1=NC(=O)c2ccccc2C1O (stereo not given)	-9
CC1=Nc2nnnn2C(c2ccc3c(c2)OCO3)C1C(=O)Nc1ccc(Cl)cc1 (stereo not given)	5
Cc1cccc(Cn2c(C)c(C)c3cc(C(=O)NCc4ccc(C)o4)ccc32)c1	5
C=CCc1cc(CC2=NC(=S)NC2=O)cc(OC)c1O	-5
COc1ccc(C(=O)N2CCN(C)CC2)cc1S(=O)(=O)N1CCCCC1	10
COc1ccc(CCNC(=O)Cc2c(C)c3c(cc(C)c4c(C)coc43)oc2=O)cc1OC	-10
CC1CCc2c(sc(NC(=O)/C=C/c3cnn(C)c3)c2C#N)C1 (stereo not given)	3
N#Cc1c(-c2ccccc2)cc(-c2cccc(F)c2)nc1SCC(=O)O	3
Fc1cccc(CSc2n[nH]c(=S)c3nc[nH]c23)c1	8
COc1ccc(CCNC(=O)c2cc(-c3cccs3)nc3ccccc23)cc1	10
COc1ccccc1N1CCN(C(=O)c2ccc(NC(=O)c3ccccc3)cc2)CC1	1
CCOC(=O)c1nc(Nc2ccc(Cl)cc2)c2c(C)noc2n1	2
N=C1/C(=C/c2cccc(Br)c2)C(=O)N=C2SC(C(F)(F)F)=NN12	-2
CC(=O)c1cn(CCCCCn2cc(C(C)=O)c(=O)[nH]c2=O)c(=O)[nH]c1=O	3
COC(=O)c1ccccc1NC(=O)C1CCCN(c2nnc(C)c3c(C)n(-c4ccccc4)nc23)C1 (stereo not given)	-14
CC(C)Oc1ccc(CNC(=O)Cn2ncn3nc(-c4cccs4)cc3c2=O)cc1	-1
Cc1csc2nc(=O)c3c4c(sc3n12)CCCC4	10
O=C(NC(NNc1ccccc1)(C(F)(F)F)C(F)(F)F)c1ccc(F)cc1	-1
CCOc1ccc(N(C(=O)c2ccc(OC)cc2)S(=O)(=O)c2ccc3c(c2)n(C)c(=O)n3C)cc1	-1
Cn1cc(/C=C/C(=O)Nc2cccc3ccccc23)cn1	10
CCOC(=O)N1CCN(C(=O)C2CCN(c3ccccc3)C2=O)CC1 (stereo not given)	7
COc1ccc(C2c3[nH]c4ccccc4c3CCN2C(=O)CCC2CCCC2)cc1 (stereo not given)	3
O=c1cc(C2CCCN(Cc3ccc(-c4csnn4)cc3)C2)nc[nH]1 (stereo not given)	-4
C(=Nc1ccc(C2(c3ccc(N=Cc4cccs4)cc3)c3ccccc3-c3ccccc32)cc1)c1cccs1	-5
CC(C)(O)C(=O)/C=C/c1cccc2ccccc12	54*
COc1ccc(-c2cn3nc(N4CCCC(C(=O)Nc5ccccc5OC)C4)sc3n2)cc1 (stereo not given)	-3
CCS(=O)(=O)c1ncc(N(Cc2ccccc2)Cc2ccco2)c(C(=O)Nc2cccc(Cl)c2C)n1	-1
COc1ccc(CCN2C(=O)NC(=O)C3C2=NC(=O)C3(NC(=O)c2ccccc2OC)C(F)(F)F)cc1OC (stereo not given)	1
CC1=NN(C(C)C)c2nc3c(c(=O)n(CCC(C)C)c(=O)n3C)n2C1	-15
O=C(c1ccc(Cl)cc1)n1nc(-c2cccnc2)nc1NCc1ccc(F)cc1	-1
O=C1c2[nH]nc(-c3ccccc3O)c2C(c2ccc(Cl)cc2)N1Cc1ccco1 (stereo not given)	-3
Cc1[nH]c2ccccc2c1SCCNC(=O)c1ccccc1F	-8
COC(=O)c1cc(Cl)ccc1NC(=O)Cn1c(C)cc(C)c(C#N)c1=O	-6
O=C(Nc1cc(Cl)ccc1Cl)c1sc(Nc2ccccc2)nc1-c1ccc([N+](=O)[O-])cc1	2
O=C1C2C(c3ccccc3)C=CC(c3ccccc3)C2C(=O)N1c1cccc(O)c1 (stereo not given)	-4
CCOc1ccc(Nc2nc3ccccc3c3nnc(CC)n23)cc1	-12
CCN1CNC(=S)N(c2ccc(C)cc2C)C1	5
COc1ccc(-c2c(C(F)(F)F)oc3cc(OC(=O)N4CCOCC4)ccc3c2=O)cc1	3
CN(C)c1ccc(Sc2nnc(NC(=O)C(C)(C)C)s2)cc1	-3
O=C(Oc1ccc2ccc(O)cc2c1)c1cccc(Cl)c1	4
Cn1c(CCc2ccccc2)nnc1SCC(=O)NCc1ccco1	9
CCC(C(=O)Nc1ccc(S(=O)(=O)NC23CC4CC(CC(C4)C2)C3)cc1)c1ccccc1 (stereo not given)	0
COc1ccc(OC)c(CCNC(=O)c2ccc3c(c2)N(Cc2ccc(C)cc2)CCS3)c1	-3
COc1ccc(S(=O)(=O)Nc2ccccc2)cc1C(C)C	2
Cc1ccc(NC(=O)C(=O)N/N=C\c2ccc(-c3cccc(Cl)c3)o2)cc1	-1

The list continues:
mol	RBX1-CUL1 inh
CCc1cccc(CC)c1NC(=O)C1CCC(CNS(=O)(=O)c2cccc3nsnc23)CC1 (stereo not given)	2
COc1ccc(-c2csc(N)n2)cc1OC	9
Cc1cc(N2CCN(C(=O)c3ccccc3)CC2)c(F)cc1[N+](=O)[O-]	4
CN1CCN(CCS(=O)(=O)CCC(=O)NCCCCCCNC(=O)CCS(=O)(=O)CCN2CCN(C)CC2)CC1	-1
CCc1ccc(NC(=O)C2CCCN2S(=O)(=O)c2ccc3c(c2)CCCC(=O)N3)cc1 (stereo not given)	0
CCOc1ccc(NC(=O)NCCc2c(C)nn(C)c2C)cc1	3
COc1cccc(C(=O)C2C(=O)C(=O)N(CCc3ccccc3)C2c2ccc(O)cc2)c1 (stereo not given)	1
Clc1ccc(-c2noc3ncnc(N4CCCCC4)c23)cc1	-8
CC(C)CCn1c(O)c(N=NC(=O)c2ccco2)c2ccccc21	7
CCOc1ccc(CCNC(=O)c2cccc(-n3c(C)nc4cccnc43)c2)cc1	-3
C(=N\Nc1nc(N2CCCCC2)nc(N2CCCCC2)n1)/c1ccccc1OCc1ccccc1	8
N#Cc1cc2c(N)c(C(=O)Nc3ccccc3Br)sc2nc1N	-2
CCN1CCN(C2(C(=O)N3CC[C@H](O)C3)Cc3ccccc3C2)CC1	-14
COc1ccc(CCNC(=O)c2ccc3c(c2)N=C(C)c2ccccc2S3)cc1OC	-10
CC1(C)C(=O)C2(C(=O)Nc3cccc(Cl)c3)CCC1C2 (stereo not given)	-4
COC(=O)c1cc2ccccc2n1Cc1ccccc1	11
CC(C)c1ccc(OCc2cc(=O)n3c(-c4ccccc4)csc3n2)cc1	1
COCCCNC(=O)COc1cccc2ccccc12	8
COc1ccc(S(=O)(=O)N(CC(=O)NCCc2ccccc2)c2ccc(Cl)cc2)cc1	3
CCOc1ccccc1NC(=O)C1C(C)=NC(=S)NC1c1ccc(C(C)C)cc1 (stereo not given)	6
CC12CNCC(C)(CN(C(=O)CCC(=O)O)C1)C2=O	18
CCOC(=O)c1c(CN2CCOCC2)n(-c2ccccc2)c2cc(Br)c(O)cc12	-1
CCc1c2c(nc3sc(C(=O)c4ccc5c(c4)OCCO5)c(N)c13)CC(C)(C)CC2=O	3
Cc1ccc(-c2csc(NC(=O)COc3ccccc3)c2C(=O)OC(C)C)cc1	-3
CCCOc1ccc(NC(=O)CC2C(=O)N(c3ccc(C)cc3)C(=O)N2C2CCCC2)cc1 (stereo not given)	-9
Cc1ccc(NC(=O)c2ccncc2)c(Br)c1	1
CCN(CC)CC(=O)NC(C)c1cnn(-c2ccccc2C)c1C (stereo not given)	-4
COc1cccc(-c2[nH]nc3c2C(c2ccc(C(C)(C)C)cc2)C(C#N)C(=N)O3)c1 (stereo not given)	0
CC(=O)c1cc(CN2CCCC2C(=O)Nc2cccc(-n3cccn3)c2)cs1 (stereo not given)	8
Cc1cc2oc(=O)cc(CN3CCCCC3)c2cc1C	-6
CS(=O)(=O)c1ncc(CN2CCC3(C=Cc4ccccc43)CC2)n1CC1CCCO1 (stereo not given)	2
O=C(NC1CCOCC1)C1CCN(c2nc(-c3ccccc3)nc3c2CCC3)CC1	-1
C=CCn1c(SCC(=O)Nc2ccc3c(c2)OCO3)nc2scc(-c3ccc(C)cc3)c2c1=O	7
Cc1nc(SCC(=O)NC2CCCC2)c2oc3ccccc3c2n1	-4
O=C(NCc1cccnc1-n1cnc2ccccc21)c1cc2sccc2[nH]1	-1
Cc1c[nH]c2cccc(OCC(O)CN(CCc3ccccc3)C(C)(C)C)c12 (stereo not given)	13
COc1ccccc1CN1CCNC(=O)C1=O	-14
CCc1ccccc1-n1nnc(-c2nc(-c3ccccc3F)no2)c1C	6
Cc1cc(C(C)(C)C)cc2cc(=O)c3ccccc3n12	-4
CC(C)COC(=O)CN1C(=O)C2C3c4ccccc4C(c4ccccc43)C2C1=O (stereo not given)	2

Brought forward from above: 3 entries; new compounds follow.
mol	RBX1-CUL1 inh
CCc1ccccc1-n1nnc(-c2nc(-c3ccccc3F)no2)c1C	6
Cc1cc(C(C)(C)C)cc2cc(=O)c3ccccc3n12	-4
CC(C)COC(=O)CN1C(=O)C2C3c4ccccc4C(c4ccccc43)C2C1=O (stereo not given)	2
COc1ccc(C(=O)N=C(Cc2ccc(Br)cc2)c2nc3ccccc3[nH]2)cc1OC	-5
CCN1CCN(CC(=O)Nc2cc(C(F)(F)F)ccc2Cl)CC1	5
c1ccc(-c2ccn3nnnc3n2)cc1	-5
CCc1noc(C)c1C(=O)Nc1sc(C(C)C)cc1C(N)=O	0
COc1cccc(CN2CCCC3(CCN(C(=O)c4ocnc4C)C3)C2)c1OC (stereo not given)	0
CC(C)C(=O)Nc1ccc2c(c1)nc(CCN1CCCCC1)n2C	4
COc1cc(C)nc(N(Cc2ccccc2)S(=O)(=O)c2ccc(C)cc2)n1	-3
Cc1ccc(N2CC(NC(=O)Cc3ccc(F)cc3)CC2=O)cc1 (stereo not given)	4
CC1(C)Oc2ccccc2C(=O)C1Sc1ccccc1 (stereo not given)	9
CCC1C(=O)NCCN1c1ccc(C(=O)NCCCc2c(C)noc2C)cn1 (stereo not given)	0
Cc1cc(NC(=O)CN2CCC(C)CC2)ccc1Br	3
CCc1ccccc1NC(=O)C(=O)NCC(c1cccnc1)N1CCc2ccccc21 (stereo not given)	8
CSc1nc(C)cc(SCCOc2ccc(Br)cc2)n1	-7

An excerpt (hit frequency here may not be typical).
